Assay outcomes (PubChem)
BioA inh = blocks M. tuberculosis BioA enzyme activity; purified M. tuberculosis BioA enzyme, plate reader; inhibition, % at 9.99 µM; hit rate 0.096% among 360,000; AID 602481; in the data active = inhibition above about 40%
TcdB inh = TcdB glycohydrolase inhibition. AID 652162. hit rate 0.24% among 350,000. inhibition, % at 9.99 µM. P18177. TcdB glycohydrolase enzymatic assay, plate reader; in the data active = inhibition above about 10%
Target sequence (P18177 whole entry, looked up): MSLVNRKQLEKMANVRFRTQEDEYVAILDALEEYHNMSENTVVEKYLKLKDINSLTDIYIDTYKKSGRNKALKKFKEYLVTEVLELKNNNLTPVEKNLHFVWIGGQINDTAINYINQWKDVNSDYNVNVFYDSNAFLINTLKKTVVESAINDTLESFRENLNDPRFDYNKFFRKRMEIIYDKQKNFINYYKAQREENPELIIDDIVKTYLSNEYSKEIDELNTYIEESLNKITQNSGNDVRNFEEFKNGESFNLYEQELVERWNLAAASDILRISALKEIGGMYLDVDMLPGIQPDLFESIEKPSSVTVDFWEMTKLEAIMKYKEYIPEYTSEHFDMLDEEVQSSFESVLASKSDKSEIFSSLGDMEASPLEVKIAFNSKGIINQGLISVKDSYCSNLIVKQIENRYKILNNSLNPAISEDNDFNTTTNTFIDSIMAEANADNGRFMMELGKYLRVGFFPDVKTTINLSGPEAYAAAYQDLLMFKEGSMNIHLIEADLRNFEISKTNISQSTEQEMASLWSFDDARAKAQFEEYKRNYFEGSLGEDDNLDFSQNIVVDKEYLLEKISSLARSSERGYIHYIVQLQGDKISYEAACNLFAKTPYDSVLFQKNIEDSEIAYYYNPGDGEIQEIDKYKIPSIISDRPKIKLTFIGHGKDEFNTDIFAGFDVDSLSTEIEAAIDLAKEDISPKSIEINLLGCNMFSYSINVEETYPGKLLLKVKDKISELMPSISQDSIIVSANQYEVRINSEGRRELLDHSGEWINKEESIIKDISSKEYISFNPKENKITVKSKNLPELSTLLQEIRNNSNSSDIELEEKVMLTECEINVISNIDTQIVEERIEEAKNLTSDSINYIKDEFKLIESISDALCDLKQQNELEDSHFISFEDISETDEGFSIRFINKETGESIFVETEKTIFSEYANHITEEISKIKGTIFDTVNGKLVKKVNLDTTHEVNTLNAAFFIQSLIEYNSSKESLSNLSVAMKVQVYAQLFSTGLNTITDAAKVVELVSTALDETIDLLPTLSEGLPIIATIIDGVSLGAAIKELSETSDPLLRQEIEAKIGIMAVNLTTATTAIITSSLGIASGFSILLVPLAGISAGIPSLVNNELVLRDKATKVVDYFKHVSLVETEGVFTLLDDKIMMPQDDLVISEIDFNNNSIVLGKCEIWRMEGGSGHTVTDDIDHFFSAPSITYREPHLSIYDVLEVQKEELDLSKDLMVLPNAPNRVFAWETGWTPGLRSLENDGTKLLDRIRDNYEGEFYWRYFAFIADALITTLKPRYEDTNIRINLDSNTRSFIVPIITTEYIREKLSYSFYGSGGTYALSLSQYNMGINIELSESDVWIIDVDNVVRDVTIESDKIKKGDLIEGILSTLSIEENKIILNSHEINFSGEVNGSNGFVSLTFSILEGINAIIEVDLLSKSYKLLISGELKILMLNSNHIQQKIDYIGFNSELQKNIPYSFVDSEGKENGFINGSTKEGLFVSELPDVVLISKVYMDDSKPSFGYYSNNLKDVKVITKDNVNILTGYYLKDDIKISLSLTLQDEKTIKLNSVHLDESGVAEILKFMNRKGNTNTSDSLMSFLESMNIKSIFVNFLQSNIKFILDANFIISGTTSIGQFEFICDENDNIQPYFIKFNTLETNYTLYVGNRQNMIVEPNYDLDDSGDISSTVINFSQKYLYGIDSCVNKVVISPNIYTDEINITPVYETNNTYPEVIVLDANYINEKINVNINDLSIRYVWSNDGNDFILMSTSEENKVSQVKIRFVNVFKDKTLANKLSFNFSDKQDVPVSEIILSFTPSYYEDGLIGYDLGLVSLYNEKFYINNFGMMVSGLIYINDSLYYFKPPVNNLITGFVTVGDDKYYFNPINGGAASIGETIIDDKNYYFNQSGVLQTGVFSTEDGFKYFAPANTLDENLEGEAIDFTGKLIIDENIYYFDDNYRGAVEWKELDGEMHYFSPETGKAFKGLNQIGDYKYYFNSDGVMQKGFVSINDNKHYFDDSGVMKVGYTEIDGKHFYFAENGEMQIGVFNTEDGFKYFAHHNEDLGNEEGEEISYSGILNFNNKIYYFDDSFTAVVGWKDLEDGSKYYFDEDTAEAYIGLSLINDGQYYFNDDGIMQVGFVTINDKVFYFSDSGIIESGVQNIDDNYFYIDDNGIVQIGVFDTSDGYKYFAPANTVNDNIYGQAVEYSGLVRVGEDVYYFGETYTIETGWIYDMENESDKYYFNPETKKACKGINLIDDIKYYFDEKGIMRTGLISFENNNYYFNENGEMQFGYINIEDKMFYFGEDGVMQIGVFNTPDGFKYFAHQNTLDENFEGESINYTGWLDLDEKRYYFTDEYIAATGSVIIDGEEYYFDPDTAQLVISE
The depositor's hits bear a star. The list is partial, so the mix of outcomes need not match the whole.

Compound	BioA inh	TcdB inh
CN1[C@@H]2c3cccc(=O)n3C[C@H]1[C@H](CO)[C@H]2C(=O)NCC1CC1	-1.3	0.1
OC[C@@H]1[C@H](c2ccc(-c3ccccc3)cc2)[C@H]2CN(CCC(F)(F)F)CCCCN12	-3.2	1.0
Cc1noc(C)c1S(=O)(=O)Nc1ccc2c(c1)C(=O)N([C@@H](C)CO)C[C@H](C)[C@H](CN(C)Cc1ccc(Cl)c(Cl)c1)OCCCC[C@@H](C)O2	-0.5	-1.4
COc1ccc(NC(=O)Nc2ccc3c(c2)CC(=O)N([C@H](C)CO)C[C@@H](C)[C@@H](CN(C)C(=O)NC(C)C)O3)cc1	-1.1	-0.2
Cc1ccccc1-c1ccc2c(c1)O[C@H](CN(C)C(=O)Nc1ccc(F)cc1)[C@H](C)CN([C@H](C)CO)S2(=O)=O	-2.9	0.0
C[C@H](CO)N1C[C@H](C)[C@@H](CN(C)S(=O)(=O)c2ccc(Cl)cc2)Oc2ccc(NC(=O)C3CCCCC3)cc2C1=O	2.2	0.3
O=C(C[C@@H]1CC[C@H]2[C@@H](COC[C@@H](O)CN2Cc2cccc(F)c2)O1)NCc1ccncc1	0.0	-1.0
CO[C@@H]1CN(C)C(=O)c2cc(NC(=O)C3CC3)ccc2OC[C@@H](C)N(C(=O)Nc2ccc(C(F)(F)F)cc2)C[C@H]1C	0.3	-0.4

Compound	BioA inh	TcdB inh
C[C@@H]1CN([C@H](C)CO)C(=O)c2cc(NS(=O)(=O)c3ccc(F)cc3)ccc2O[C@@H]1CN(C)CC1CCCCC1	0.4	0.4
O=C(CN1CCOCC1)N[C@H]1CC[C@@H](CCn2cc(C3CC3)nn2)O[C@H]1CO	-0.7	0.0
C[C@@H]1CN([C@@H](C)CO)C(=O)Cc2cc(NS(=O)(=O)c3cn(C)cn3)ccc2O[C@H]1CN(C)CC1CCCCC1	0.8	0.4
CCNC(=O)C[C@@H]1CC[C@@H]2[C@@H](COc3ccc(NC(C)=O)cc3C(=O)N2C)O1	0.0	-7.1
C[C@H](CO)N1C[C@H](C)[C@H](CN(C)Cc2ccc(-c3ccccc3)cc2)Oc2c(NC(=O)c3nc4ccccc4s3)cccc2C1=O	-1.0	0.3
C[C@@H]1CN([C@@H](C)CO)C(=O)c2c(c3ccccc3n2C)-c2ccccc2CO[C@@H]1CN(C)C(=O)c1ccncc1	-0.5	0.6
CC=Cc1ccc2n(c1=O)C[C@@H]1[C@@H](CO)[C@H](C(=O)NCCC)N(C(=O)C3CCOCC3)[C@H]21 (mixture of isomers)	-1.4	-0.9
CCCNC(=O)C[C@H]1CC[C@@H]2[C@H](COC[C@@H](O)CN2CC2CCCCC2)O1	-1.5	-0.8

Compound	BioA inh	TcdB inh
COc1ccccc1-c1ccc2n(c1=O)C[C@H]1[C@H](CO)[C@@H](C(=O)N3CCCCC3)[C@@H]2N1CC1CC1	-2.1	-0.3
CS(=O)(=O)N1CCCCN2[C@H](CO)[C@H](c3ccc(-c4cccc(C#N)c4)cc3)[C@@H]2C1	0.9	-0.1
CN1[C@@H]2c3ccc(C4=CCCC4)c(=O)n3C[C@H]1[C@H](CO)[C@H]2C(=O)N1CCCCC1	-1.6	-1.3
C[C@@H]1CN([C@H](C)CO)C(=O)Cc2cc(NC(=O)Cc3cn(C)c4ccccc34)ccc2O[C@H]1CN(C)Cc1ccccc1	-0.8	0.2
C[C@H]1CN([C@@H](C)CO)S(=O)(=O)c2ccc(C#CCN(C)C)cc2O[C@H]1CN(C)Cc1ccc(F)cc1	0.6	-0.1
CNC[C@@H]1Oc2ncc(-c3cc4ccccc4o3)cc2C(=O)N([C@H](C)CO)C[C@@H]1C	2.7	1.1
C[C@H](CO)N1C[C@H](C)[C@@H](CN(C)C(=O)Nc2cccc3ccccc23)Oc2ccc(NC(=O)Nc3ccc(F)cc3)cc2C1=O	2.4	0.2
C[C@@H]1CCCCO[C@H](CN(C)C(=O)CCCN(C)C)[C@@H](C)CN([C@H](C)CO)C(=O)c2cc(NC(=O)Nc3ccccc3)ccc2O1	-0.9	1.1

Compound	BioA inh	TcdB inh
Cc1noc(C)c1NC(=O)Nc1ccc2c(c1)C(=O)N([C@H](C)CO)C[C@H](C)[C@@H](CN(C)C(=O)C1CCCCC1)OCCCC[C@H](C)O2	0.6	0.1
C[C@H](NC(=O)C[C@@H]1CC[C@@H](NC(=O)C2CCOCC2)[C@H](CO)O1)c1ccccc1	-0.1	-0.8
COC(=O)C[C@H]1C[C@@H]2c3cc(NC(=O)Nc4ccc(C(F)(F)F)cc4)ccc3O[C@@H]2[C@@H](CO)O1	1.5	-1.5
C[C@@H]1CN([C@H](C)CO)C(=O)c2cc(NS(=O)(=O)c3cn(C)cn3)ccc2O[C@@H]1CN(C)Cc1ccc(C(=O)O)cc1	0.4	-1.4
COc1cccc(-c2ccc3c(c2)[C@@H]2[C@@H](CCN2S(=O)(=O)c2ccccc2F)[C@@H](CO)N3)c1	-0.3	0.4
O=C(N[C@H]1CC[C@@H](CCn2cc(-c3cccnc3)nn2)O[C@@H]1CO)c1ccccc1F	55*	0.6
O=C(C[C@H]1CC[C@@H]2[C@H](COC[C@@H](O)CN2CCc2ccccc2)O1)NCCCN1CCOCC1	-0.9	-1.4
CN(C)C(=O)[C@@]1(Cc2ccccc2N=[N+]=[N-])N=C(c2ccc(OCCCO)cc2)O[C@H]1c1ccccc1	0.4	-0.5

Quoted from the entries so far for reference:
Compound	BioA inh	TcdB inh
COc1cccc(-c2ccc3c(c2)[C@@H]2[C@@H](CCN2S(=O)(=O)c2ccccc2F)[C@@H](CO)N3)c1	-0.3	0.4
O=C(N[C@H]1CC[C@@H](CCn2cc(-c3cccnc3)nn2)O[C@@H]1CO)c1ccccc1F	55*	0.6

(continued)
Compound	BioA inh	TcdB inh
C[C@H](CO)N1C[C@H](C)[C@@H](CN(C)Cc2ccc(Cl)c(Cl)c2)Oc2ccc(NS(=O)(=O)c3cn(C)cn3)cc2C1=O	0.2	1.0
Cc1noc(C)c1S(=O)(=O)N(C)C[C@H]1Oc2ccc(NC(=O)Nc3ccc(F)cc3)cc2CC(=O)N([C@H](C)CO)C[C@@H]1C	0.3	-4.0
C[C@H](CO)N1C[C@H](C)[C@@H](CN(C)C(=O)NC2CCCCC2)OCCCC[C@H](C)Oc2ccc(NC(=O)CCCN(C)C)cc2C1=O	-2.7	0.3
O=C(C[C@H]1C=C[C@H](NC(=O)Cc2ccccn2)[C@H](CO)O1)NCCc1ccncc1	-4.3	-3.0
C[C@@H]1CN([C@H](C)CO)C(=O)c2cccc(NC(=O)Nc3cccc4ccccc34)c2O[C@@H]1CN(C)Cc1ccncc1	-3.2	-0.3
COc1cccc(C#Cc2cnc3c(c2)C(=O)N([C@H](C)CO)C[C@H](C)[C@H](CN(C)C(C)=O)O3)c1	-1.0	-0.8
COc1ccc(S(=O)(=O)N[C@@H]2CC[C@H](CC(=O)N3CCc4ccccc4C3)O[C@H]2CO)cc1	2.1	1.7
COCC(=O)NC[C@H]1[C@H](c2ccccc2)[C@@H](CO)N1C(=O)c1ccccc1	6.6	-2.0

Compound	BioA inh	TcdB inh
O=C(O)C[C@H]1C[C@H]2c3cc(NC(=O)Nc4ccccc4F)ccc3O[C@H]2[C@H](CO)O1	0.3	0.1
C[C@@H]1CCCCO[C@H](CN(C)Cc2ccc(C(=O)O)cc2)[C@H](C)CN([C@@H](C)CO)C(=O)c2cc(NC(=O)Cc3ccccc3)ccc2O1	-2.3	-0.5
CN1C(=O)c2cc(NC(=O)Nc3ccc(F)cc3)ccc2OC[C@H]2O[C@@H](CC(=O)NC3CCC3)CC[C@@H]21	0.8	-0.8
C[C@@H]1CN([C@H](C)CO)C(=O)c2cc(NS(=O)(=O)c3ccc(Cl)cc3)ccc2O[C@H]1CN(C)C(=O)Nc1ccc2c(c1)OCO2	-0.2	0.5
O=C(C[C@@H]1C[C@@H]2c3cc(NC(=O)Nc4ccc(C(F)(F)F)cc4)ccc3O[C@@H]2[C@@H](CO)O1)NCCc1ccccc1	-1.5	-1.1
CO[C@@H]1CN(C)C(=O)c2ccc(NS(=O)(=O)c3cccc(Cl)c3)cc2OC[C@@H](C)N(C(=O)Cc2cccnc2)C[C@H]1C	-0.4	-1.2
Cc1ccc(S(=O)(=O)N(C)C[C@H]2Oc3ccc(NC(=O)Nc4cccc5ccccc45)cc3CC(=O)N([C@@H](C)CO)C[C@H]2C)cc1	1.9	-0.2
C[C@H](CO)N1C[C@H](C)[C@H](CN(C)C(=O)Nc2ccc(F)cc2)Oc2ccc(N(C)C)cc2C1=O	0.0	-3.7

Compound	BioA inh	TcdB inh
Cc1noc(C)c1S(=O)(=O)Nc1ccc2c(c1)C(=O)N([C@@H](C)CO)C[C@H](C)[C@@H](CN(C)S(=O)(=O)c1cn(C)cn1)OCCCC[C@@H](C)O2	0.6	0.0
CCS(=O)(=O)N1CCCCN2[C@@H](CO)[C@@H](c3ccc(C#CC(C)(C)O)cc3)[C@@H]2C1	1.5	-0.5
COCC(=O)N1[C@@H](CO)[C@@H]2c3ccccc3N(C(=O)c3cccnc3)C[C@@H]21	-3.2	1.2
CC(C)NC(=O)Nc1ccc2c(c1)C(=O)N([C@@H](C)CO)C[C@H](C)[C@@H](CN(C)C(=O)CCCN(C)C)OCCCC[C@H](C)O2	-0.2	-2.5
C[C@@H]1CN([C@H](C)CO)C(=O)c2cc(NS(=O)(=O)c3cccs3)ccc2O[C@@H](C)CCCCO[C@@H]1CN(C)S(=O)(=O)c1ccc(F)cc1	6.3	-0.1
COC(=O)C[C@@H]1CC[C@@H]2[C@H](COc3ccc(NC(=O)Cc4cccs4)cc3C(=O)N2C)O1	3.1	0.6
COc1ccc(S(=O)(=O)Nc2ccc3c(c2)[C@H]2C[C@@H](CC(=O)NCC4CC4)O[C@@H](CO)[C@H]2O3)cc1	-0.4	0.4
CCC(=O)N(C)C[C@H]1Oc2cc(Br)ccc2S(=O)(=O)N([C@@H](C)CO)C[C@@H]1C	0.6	0.4

Compound	BioA inh	TcdB inh
CCC(=O)Nc1ccc2c(c1)C(=O)N(C)[C@H]1CC[C@H](CC(=O)N3CCc4ccccc4C3)O[C@H]1CO2	-1.1	-0.4
COCC(=O)NC[C@@H]1N[C@@H](CO)[C@H]1c1ccc(C2=CCCCC2)cc1	-2.8	-0.2
COc1ccc(CN(C)C[C@@H]2OCCCC[C@@H](C)Oc3ccc(NS(=O)(=O)c4ccc(F)cc4)cc3C(=O)N([C@@H](C)CO)C[C@H]2C)cc1	2.7	-0.7
CC(C)C(=O)Nc1ccc2c(c1)C(=O)N(C)[C@H]1CC[C@H](CC(=O)Nc3ccccc3)O[C@@H]1CO2	1.6	0.9
C[C@@H]1CCCCO[C@@H](CN(C)S(=O)(=O)c2ccc(F)cc2)[C@@H](C)CN([C@H](C)CO)C(=O)c2cc(NC(=O)Nc3ccc(C(F)(F)F)cc3)ccc2O1	-1.5	0.8
O=C(C[C@@H]1CC[C@H](NC(=O)Nc2ccccc2F)[C@H](CO)O1)NCc1ccccc1	4.0	-0.1
CC(C)c1cn(CC[C@@H]2CC[C@H](NC(=O)C3CCCCC3)[C@@H](CO)O2)nn1	-2.4	-0.4
C[C@H]1CN([C@@H](C)CO)C(=O)c2cc(NS(=O)(=O)c3cn(C)cn3)ccc2O[C@@H]1CN(C)S(=O)(=O)c1cccs1	-0.8	-1.0

Molecules above containing a thiophene ring, fused or not, in the order listed:
Compound	BioA inh	TcdB inh
C[C@@H]1CN([C@H](C)CO)C(=O)c2cc(NS(=O)(=O)c3cccs3)ccc2O[C@@H](C)CCCCO[C@@H]1CN(C)S(=O)(=O)c1ccc(F)cc1	6.3	-0.1
COC(=O)C[C@@H]1CC[C@@H]2[C@H](COc3ccc(NC(=O)Cc4cccs4)cc3C(=O)N2C)O1	3.1	0.6
C[C@H]1CN([C@@H](C)CO)C(=O)c2cc(NS(=O)(=O)c3cn(C)cn3)ccc2O[C@@H]1CN(C)S(=O)(=O)c1cccs1	-0.8	-1.0

Next compounds:
Compound	BioA inh	TcdB inh
C[C@H]1CCCCO[C@@H](CN(C)C)[C@@H](C)CN([C@@H](C)CO)C(=O)c2cc(NC(=O)Nc3ccccc3)ccc2O1	3.3	-0.5
Cc1noc(C)c1S(=O)(=O)Nc1ccc2c(c1)C(=O)N([C@H](C)CO)C[C@@H](C)[C@@H](CN(C)CC1CC1)O2	0.2	0.0
CO[C@@H]1CN(C)C(=O)c2ccc(NC(=O)Nc3ccccc3)cc2OC[C@H](C)N(C(=O)Nc2c(C)noc2C)C[C@H]1C	-2.1	-0.6
CCC(=O)N(C)C[C@@H]1Oc2ncc(-c3ccccc3OC)cc2C(=O)N([C@H](C)CO)C[C@H]1C	-2.7	1.8
CC(C)C#Cc1cnc2c(c1)C(=O)N([C@H](C)CO)C[C@H](C)[C@H](CN(C)C(=O)Nc1ccc(F)cc1)O2	2.6	-0.3
C[C@@H]1CN([C@@H](C)CO)C(=O)c2cc(-c3ccccc3F)cnc2O[C@H]1CN(C)C(=O)NC1CCCCC1	0.5	0.1
CC(=O)N1[C@H](C(=O)N[C@H](C)c2ccccc2)[C@@H](CO)[C@@H]2Cn3c(cccc3=O)[C@@H]21	3.1	-4.9
COc1ccc(S(=O)(=O)Nc2ccc3c(c2)OC[C@@H](C)NC[C@H](C)[C@H](OC)CN(C)C3=O)cc1	0.3	-1.6
COc1ccc(S(=O)(=O)N(C)C[C@H]2Oc3c(NC(=O)c4nc5ccccc5s4)cccc3C(=O)N([C@@H](C)CO)C[C@H]2C)cc1	7.6	-0.9
COc1ccc(CN(C)C[C@@H]2Oc3c(NC(=O)Nc4c(C)noc4C)cccc3C(=O)N([C@@H](C)CO)C[C@@H]2C)cc1	-0.3	-0.7

Quoted from the listing.
Entry of C[C@@H]1CN([C@@H](C)CO)C(=O)c2cc(-c3ccccc3F)cnc2O[C@H]1CN(C)C(=O)NC1CCCCC1 under TcdB inh: 0.1
Entry of COc1ccc(S(=O)(=O)N(C)C[C@H]2Oc3c(NC(=O)c4nc5ccccc5s4)cccc3C(=O)N([C@@H](C)CO)C[C@H]2C)cc1 under TcdB inh: -0.9
Entry of CO[C@@H]1CN(C)C(=O)c2ccc(NC(=O)Nc3ccccc3)cc2OC[C@H](C)N(C(=O)Nc2c(C)noc2C)C[C@H]1C under BioA inh: -2.1
